# ROMK mod: human ROMK K+ channel modulation, primary screen | P48048 | Tet-inducible ROMK, thallium flux fluorescence; actives lie on both sides | 130,000 tested, 2% active | AID 1918 | B-score at 10 µM;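 active = signal ratio slope over the read window, or its plate-corrected B-score, at least 3 SD from the plate mean, either direction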;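 also: B-score of the F/F0 ratio slope over 7 to 12 s after thallium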
# STAT1 blocker: inhibitors of IFN-gamma induced STAT1 signaling; NIH 3T3 STAT1-luciferase reporter, luminescence; inhibition, % at 5.5 µM; 200,000 tested, 0.35% active; AID 920;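 active = inhibition above a set limit, the mean inhibition across all tested compounds plus 3 SD, cut at about 34% in these data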;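 also: 0% = IFN-gamma with DMSO and 100% = IFN-gamma with 300 µM nifuroxazide; values of inactives mirror those of a sister screen read the other way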
# S1P3 antagonist: blocks the human S1P3 receptor; Q99500; CHO S1P3 NFAT-BLA reporter, FRET fluorescence, antagonist mode; inhibition, % at 4.98 µM; 170,000 tested, 0.27% active;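 active = inhibition above the plate cutoff, the mean inhibition of test wells on that plate plus 3 SD, cut at about 28% in these data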;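 also: cells challenged with S1P at its EC80 of 0.8 µM; blue over green emission ratio from cleaved BLA substrate after 4 h stimulation; 0% = S1P-stimulated wells and 100% = unstimulated DMSO-only wells; some compounds past the cut are filed as inactive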
# Target sequence (Q99500 whole entry, looked up): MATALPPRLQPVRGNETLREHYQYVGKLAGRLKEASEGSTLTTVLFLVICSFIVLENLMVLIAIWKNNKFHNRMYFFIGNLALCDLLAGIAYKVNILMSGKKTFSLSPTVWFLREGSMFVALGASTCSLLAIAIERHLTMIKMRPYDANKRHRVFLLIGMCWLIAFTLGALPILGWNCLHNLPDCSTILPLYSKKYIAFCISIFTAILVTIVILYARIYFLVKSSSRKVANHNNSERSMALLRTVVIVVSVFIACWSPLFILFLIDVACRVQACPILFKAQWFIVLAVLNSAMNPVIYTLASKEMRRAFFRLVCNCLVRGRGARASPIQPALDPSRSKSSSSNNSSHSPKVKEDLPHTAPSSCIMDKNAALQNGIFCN
# PPARg SRC-1 ag: PPARgamma-driven SRC-1 recruitment agonism; PPARgamma-SRC-1 coactivator recruitment biochemical assay; activation, % at 8 µM; AID 631; 200,000 tested, 0.41% active; in the data active = activation above about 19%;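 also: 0% = DMSO and 100% = reference agonist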
# Target sequence (P37231 whole entry, looked up): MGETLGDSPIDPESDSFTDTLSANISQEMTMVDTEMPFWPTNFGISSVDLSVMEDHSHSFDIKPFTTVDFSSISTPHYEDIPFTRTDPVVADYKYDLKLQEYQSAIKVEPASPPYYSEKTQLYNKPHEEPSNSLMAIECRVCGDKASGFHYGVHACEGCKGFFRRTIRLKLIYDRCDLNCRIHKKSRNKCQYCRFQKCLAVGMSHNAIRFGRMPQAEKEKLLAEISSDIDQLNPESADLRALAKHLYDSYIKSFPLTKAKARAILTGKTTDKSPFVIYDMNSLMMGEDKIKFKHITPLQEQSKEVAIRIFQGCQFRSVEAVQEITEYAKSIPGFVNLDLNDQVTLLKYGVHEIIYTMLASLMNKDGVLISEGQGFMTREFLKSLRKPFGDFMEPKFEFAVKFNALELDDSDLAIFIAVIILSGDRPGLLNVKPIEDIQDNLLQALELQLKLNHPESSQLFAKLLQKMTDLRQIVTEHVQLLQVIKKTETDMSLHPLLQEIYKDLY
# RAM inhibit: yeast RAM network inhibition. S. cerevisiae dse1pr::URA3 reporter, 5-FOA growth OD615, 2 d; analog-sensitive cbk1-as2 kinase mutant strain. inhibition, % at 50 µM. 190,000 tested, 1.8% active. AID 868;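 active = inhibition above a set limit, 3 SD over mean compound inhibition, cut at about 8.4% in these data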;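 also: 0% = DMSO-only wells with no growth and 100% = 10 µM 1-NA-PP1 full growth; inhibition rescues growth on 5-FOA so higher OD means more RAM inhibition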
# PPARg SRC-3 ag: promotes SRC-3 coactivator recruitment by human PPARgamma. AID 731. 200,000 tested, 0.26% active. P37231. activation, % at 8 µM. biochemical PPARgamma/SRC-3 coactivator recruitment assay; in the data active = activation above about 23%;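 also: 0% = DMSO and 100% = reference agonist; some compounds past the cut are filed as inactive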
# STAT3 inh: STAT3 signaling inhibition | inhibition, % at 5.5 µM | U3A cells, IL-6 STAT3-luciferase reporter, luminescence; host cell line lacks STAT1 | 190,000 tested, 0.89% active;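 active = inhibition above the mean inhibition across all screened compounds plus 3 SD, cut at about 44% in these data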;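 also: 0% = DMSO only wells and 100% = 100 µM nifuroxazide control wells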
# PPARg SRC2 recr: PPARgamma-driven SRC-2 recruitment agonism | AID 1032 | activation, % at 8 µM | 200,000 tested, 0.34% active | PPARgamma LBD-SRC-2 recruitment, biochemical | P37231; in the data active = activation above about 22%;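 also: 0% = vehicle and 100% = reference agonist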
# SRC2 TRFRET art: counter-screen for PPARgamma SRC-2 recruitment agonists: TR-FRET artefact; hits give high values; TR-FRET ratio at 8 µM; 200,000 tested, 0.4% active; in the data active = TR-FRET ratio above about 2000; also: inactives centre near 1500
# TLR4-MyD88 BLA: inhibitors of human TLR4-MyD88 binding | inhibition, % at 8.4 µM | HeLa CL3-4 TLR4/MyD88 BLA complementation, FRET ratio | 200,000 tested, 0.18% active; in the data active = inhibition above about 25%;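 also: 0% = vehicle and 100% = reference inhibitor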
# STAT3 act: activators of IL-6 induced STAT3 signaling | U3A cells, IL-6 STAT3-luciferase reporter, luminescence; 100% = signal with IL-6 EC80 alone | activation (% of control), % at 5.6 µM | 190,000 tested, 0.91% active | AID 871;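 active = activation above the screen-wide mean of compound activation plus 3 SD, cut at about 130% in these data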;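 also: 0% = background luminescence of wells with medium and substrate only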
#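 Material: STAT1-lacking human U3A cells, STAT3 luciferase reporter | Benchmarks: IL-6-only wells as 100% reference | Probe or stimulus: IL-6 (33 ng/mL) | Timing: Compound 1 h, then IL-6 6 h at 37 °C | Detection: Luminescence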
# The depositor's hits bear a star; . = not tested or not shown. Compounds were not picked by outcome; about 5.6% have a hit in one of these screens.
SMILES,ROMK mod,STAT1 blocker,S1P3 antagonist,PPARg SRC-1 ag,RAM inhibit,PPARg SRC-3 ag,STAT3 inh,PPARg SRC2 recr,SRC2 TRFRET art,TLR4-MyD88 BLA,STAT3 act
CN(C(=O)CCc1nnc(CCCCc2ccccc2)o1)C1CCOCC1,-0.2,-4,11,-3,-0.4,1,2,1,1778,4,104
COC(=O)C1=C(NC(C)=O)CCS1,.,7,-28,6,0.6,6,4,9,1711,-2,98
CCOC(=O)c1c(C)[nH]c(C(=O)CSc2nnc(-c3ccncc3)n2CC)c1C,0.54,8,.,4,1.4,-5,4,11,1550,-1,97
CC(C)(C)C(=O)Nc1ccccc1C(=O)NCc1ccco1,.,4,-32,-2,-0.1,-6,-3,-2,1336,23,108
Cc1ccn(-c2cc(O)c(-n3ccc(C)n3)cc2O)n1,0.037,-3,-1,14,2.7,5,16,5,1631,10,90
Cc1cccc(N2NC(=O)/C(=C/c3ccc(-c4ccc(Cl)c(C(=O)O)c4)o3)C2=O)c1,0.94,10,-1,1,6.0,3,7,-4,1588,-6,95
O=C(O)C1CCCN1S(=O)(=O)c1ccc(Br)s1 (configuration not stated) (tested in a mixture with another compound),.,1,-9,5,1.4,7,5,6,1486,14,102
CC(C)CNC(=O)c1ccccc1NC(=O)c1ccc(CSc2ccccc2)cc1,-0.046,7,3,1,18*,2,-14,5,1888,-8,112
CC(=O)Nc1cccc(-c2nc3ccccc3s2)c1C,0.073,-12,-12,-4,1.7,-3,18,-13,1696,-22,89
CC(=O)N1CCN(c2ccc(NC(=O)c3ccccc3Br)cc2Cl)CC1,.,1,2,0,0.8,-2,6,-2,1420,2,100
CC(CN1CCCCC1)OC(=O)c1cc2ccccc2o1 (configuration not stated),.,-3,-21,0,0.4,-5,3,-2,1428,-11,100
O=C(NNc1nc(-c2ccccc2)c2cc(Br)ccc2n1)c1ccc(S(=O)(=O)N2CCCCC2)cc1,-0.044,-14,2,3,5.1,3,-3,8,1547,-10,100
CC1(c2ccccc2)NC(=O)N(CC(=O)Nc2ccc3c(c2)OCO3)C1=O (configuration not stated),-0.05,-3,.,-6,-0.5,-1,-2,-1,1517,-7,107
CC(C)(C)NC(=O)Cc1ccc(S(=O)(=O)N2CCCC2)s1,-0.037,-3,.,-1,1.5,-9,11,3,1584,18,95
CCN(CC)C(=O)CS(=O)(=O)CC(=O)Nc1cc(OCCOC)c(Cl)cc1Cl,.,4,-17,0,1.5,3,4,-7,1417,4,101
CC1(C)C2CCC(C2)C1(C)NC(=O)CN1CCN(Cc2ccccc2)CC1 (configuration not stated),-2.1,3,12,3,1.2,1,1,5,1566,-1,103
CCc1ccccc1N(CC(=O)N/N=C/c1ccc(OC(=O)OC)c(OC)c1)S(C)(=O)=O,0.68,3,.,1,2.0,-5,-8,4,1590,-2,107
O=C(c1ccccn1)N1CCN(S(=O)(=O)c2ccccc2)CC1,0.5,-2,-6,11,1.6,1,3,-1,1594,8,104
COc1cc(C(C)=O)ccc1Oc1ncnc2c1cnn2-c1ccc(F)cc1,.,-19,4,2,3.3,2,-28,-1,1517,-1,119
CCn1c(CSc2nc(C)cc(C)n2)nnc1SCC(=O)Nc1nc(-c2ccccc2)cs1,0.23,4,-4,3,7.6,-5,4,0,1323,-5,99
CCOc1ccc(NC(=O)CN2CCN(CC(=O)c3ccc(OCC)cc3)CC2)cc1,.,1,-9,0,-0.9,11,9,0,1764,-13,95
COc1ccc(NC(=S)N(CCCN2CCC(C)CC2)Cc2cccs2)cc1Cl,-5.2*,-6,-20,-8,-0.8,-2,5,-13,1394,2,104
Cc1cc(C)n(-c2nc(-c3ccc(Cl)c(Cl)c3)cs2)n1,.,3,.,9,5.4,-7,-6,5,1464,9,114
Cn1c(NCC(O)c2ccccc2)nc2c1c(=O)n(Cc1ccc(Cl)c(Cl)c1)c(=O)n2C (configuration not stated),0.16,-5,.,-2,.,7,2,7,1390,4,101
Cc1ccccc1OCC(=O)NC(=S)Nc1ccc(S(=O)(=O)NC2CCCCC2)cc1,.,-3,.,7,2.9,-3,16,-1,1478,-10,89
# Later entries.
SMILES,ROMK mod,STAT1 blocker,S1P3 antagonist,PPARg SRC-1 ag,RAM inhibit,PPARg SRC-3 ag,STAT3 inh,PPARg SRC2 recr,SRC2 TRFRET art,TLR4-MyD88 BLA,STAT3 act
Cc1ccc(-c2nn(CC(N)=O)c(=O)c3ccccc23)cc1S(=O)(=O)N(C)C,0.72,3,.,11,-0.6,0,14,2,1612,-1,93
O=C(CSc1nc2cc(Cl)ccc2s1)Nc1cccc(S(=O)(=O)N2CCOCC2)c1,0.015,3,-17,1,7.5,1,6,-8,1650,-9,97
CCCCOc1ccc(C(C)NC(=O)CCS(=O)(=O)Cc2ccccc2Cl)cc1 (configuration not stated),.,7,8,2,3.7,0,0,11,1535,6,101
O=CN1CCN(C(C(=O)NC2CCCCC2)c2cc3c(cc2[N+](=O)[O-])OCO3)CC1 (configuration not stated),-1,-10,-8,0,-0.6,0,4,-1,1502,-2,99
O=C(Nc1ccc2ccccc2c1)C(c1ccccc1)C1CCCC1 (configuration not stated),.,2,55*,16,4.3,-3,-21,7,1532,-2,113
Cc1ccccc1N1C(S)=C(C#N)C(=O)NC1c1cccs1 (configuration not stated),-1.4,0,.,-1,2.0,-5,-12,4,1345,-8,108
COc1ccc(/C=C/C(=O)c2ccc3c4c(cccc24)CC3)cc1,.,0,3,-5,8.8*,0,12,-8,1372,2,88
Cc1cccc(-n2c(O)cnc2Nc2nc(C)cc(C)n2)c1,1.1,5,-2,-6,-0.1,1,6,-2,1546,-4,97
CCCCn1c(SCC(=O)NCc2ccco2)nc2ccc(N3CCOCC3)cc2c1=O,1.8,-1,.,11,-1.3,6,4,7,1580,-7,100
COc1ccc(NC(=O)c2cc(Br)ccc2Cl)c(OC)c1,-0.33,8,0,0,5.1,-2,6,11,1640,-13,95
COCCOC(=O)c1c(C)n(C)c2ccc(OC(=O)C3CC3)cc12,-0.28,12,3,7,0.8,1,22,6,1890,6,85
O=C(NCc1cccnc1)C(=O)NCC1CCCO1 (configuration not stated),1.1,-12,-2,-2,5.2,1,-8,-2,1562,-10,109
COc1ccc(NC(=O)CN(C2CCCCC2)S(C)(=O)=O)cc1OC,.,-1,-14,-8,-0.2,-14,9,-5,1362,0,96
CCC1=NN(C(=O)C(=O)Nc2ccc(Br)cc2)C(O)(C(F)(F)F)C1 (configuration not stated),0.084,-4,-8,5,2.2,-4,12,-5,1549,-11,97
Cc1cc(Br)ccc1NCc1ccccn1,.,-17,.,7,0.8,-2,29,-5,1617,-10,83
Cc1ccc(-c2nc(CN(C)Cc3cccc4cnccc34)c(C)o2)s1,-2.2,10,-4,10,0.7,0,21,-2,1436,-12,86
CCCn1c(N)c(Sc2ccc(Cl)cc2)c(=O)n(CCC)c1=O,-1.9,-1,0,6,6.4,-3,2,-3,1622,23,102
CCOc1ccc(NC(=O)CCCc2cc(-c3ccc(OCC)cc3)on2)cc1,.,0,.,4,5.2,5,4,-1,1656,-4,100
O=C(CSc1nnc(-c2ccncc2)o1)N1CCCCCC1,0.18,-13,-9,-4,3.5,1,-1,3,1630,7,104
N/C(=N\OC(=O)Cc1cccs1)c1ccc(Br)cc1,-0.57,-26,2,8,0.8,1,-1,0,1387,-5,105
CN(C)/C=N/c1c(C#N)cnn1C,0.42,1,-18,8,2.9,5,4,1,1410,-5,101
Cc1oc(-c2ccccc2F)nc1CS(=O)(=O)CC(=O)NC1CCCC1,.,-8,13,10,1.5,12,-1,3,1808,-3,100
CCOC(=O)c1ccc(N2CCN(C(C)=O)CC2)c(NC(=O)c2cccnc2)c1,-0.15,1,-6,8,3.9,1,5,2,1570,-6,98
c1ccc(-c2nnsc2-c2ncc[nH]2)cc1,-0.012,1,-12,-5,1.2,1,-2,2,1496,0,104
O=C(CSc1ccccc1)Nc1nccs1,-1.1,-12,-2,7,1.5,2,0,3,1605,11,105
# Next part:
SMILES,ROMK mod,STAT1 blocker,S1P3 antagonist,PPARg SRC-1 ag,RAM inhibit,PPARg SRC-3 ag,STAT3 inh,PPARg SRC2 recr,SRC2 TRFRET art,TLR4-MyD88 BLA,STAT3 act
COCCNC(=O)c1ccc2c(c1)NC(=O)CS2,.,-3,.,-3,2.1,-8,9,-3,1644,-1,101
NS(=O)(=O)c1ccc(NC(=S)Nc2ccc(C(=O)N3CCCCC3)cc2)cc1,0.0039,8,-4,-1,4.8,1,-1,-9,1425,-5,105
O=C1C(Cl)=C(NCCCO)C(=O)c2ccccc21,-0.45,4,.,4,0.9,4,0,5,1523,8,100
CC1(C)O[C@H]2OC([C@H](O)CON3C(=O)c4ccccc4C3=O)[C@H](O)[C@H]2O1 (some centres not stated),0.73,-4,10,-1,1.2,-3,-2,-9,1589,7,100
Brc1ccc(-c2noc(CCc3ccccc3)n2)o1,.,-12,-8,7,2.2,5,-9,-1,1597,4,112
CCOC(=O)c1ccc(-c2ccc(C(=O)Nc3cccnc3)o2)cc1,0.15,-35,-8,8,1.1,-6,13,7,1593,11,96
O=C(CNC(=O)Cc1ccccc1)NCC(=O)OCC(=O)c1cccc2ccccc12,-0.65,1,.,-4,8.2,5,6,0,1567,20,100
FC(F)Oc1ccc(-c2csc(NNC3=NCCCCC3)n2)cc1,-0.44,-16,-12,5,1.6,5,10,9,1576,-7,94
Cn1c(SCC(=O)Nc2ccc3cn[nH]c3c2)nnc1-c1cccs1,0.98,-1,-26,-2,1.6,7,-70,-2,1440,6,162*
Cc1ccc(CNC(=O)C2CCN(S(=O)(=O)c3c(C)noc3/C=C/c3ccco3)CC2)cc1,.,1,.,11,5.6,-1,5,4,1429,8,100
c1cc2nc(C34CC5CC(CC(C5)C3)C4)[nH]c2cn1,0.22,4,-1,0,0.3,5,9,8,1527,9,92
COc1cccc(C2C(C#N)=C(N)Oc3cc(C)n(Cc4ccco4)c(=O)c32)c1 (configuration not stated),.,-7,-19,-5,3.5,16,-1,3,1698,5,104
CCCc1cc(=O)[nH]c(SCC(=O)N(C)CC(=O)Nc2ccc(C)cc2)n1,.,1,3,7,0.8,-1,4,3,1603,1,105

# Whole records, looked up by structure. Order of values: ROMK mod | STAT1 blocker | S1P3 antagonist | PPARg SRC-1 ag | RAM inhibit | PPARg SRC-3 ag | STAT3 inh | PPARg SRC2 recr | SRC2 TRFRET art | TLR4-MyD88 BLA | STAT3 act
# NS(=O)(=O)c1ccc(NC(=S)Nc2ccc(C(=O)N3CCCCC3)cc2)cc1 in the list: 0.0039 | 8 | -4 | -1 | 4.8 | 1 | -1 | -9 | 1425 | -5 | 105
# COc1cccc(C2C(C#N)=C(N)Oc3cc(C)n(Cc4ccco4)c(=O)c32)c1 (configuration not stated) in the list: . | -7 | -19 | -5 | 3.5 | 16 | -1 | 3 | 1698 | 5 | 104
